# Compound activity from PubChem BioAssay.
# UPR CHOP act – apoptotic UPR (CHOP) activation; CHO-CHOP luciferase reporter, luminescence; percent of tunicamycin response over DMSO baseline; activation, % at 10 µM; 330,000 tested, 0.34% active; AID 449763;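 active means at 10 µM dose, activation of 40% or more, normalized to positive control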;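 further: 100% = tunicamycin at 10 µg/mL and 0% = DMSO alone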
#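 Evaluation: % reporter activation, DMSO baseline versus tunicamycin full activation; System: CHO-CHOP luciferase reporter cell line; Input: 500 cells/well; Incubation: 6 h compound treatment, 37 °C; Measured by: Steady-Glo luciferase luminescence; Dosing: one dose, 10 µM in 0.5% DMSO; Buffer or medium: F12 medium, 10% FBS; Benchmarks: positive tunicamycin 10 µg/mL, negative DMSO alone.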
# Mdm2-MdmX inh – human Mdm2/MdmX binding inhibition. O15151+Q00987. SaOS-2 split-luciferase Mdm2/MdmX complementation, luminescence. inhibition, % at 8 µM. 330,000 tested, 3% active. AID 485346;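 active means inhibition of at least 50% at 8 µM in the primary screen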
# UPR XBP1 act – adaptive UPR (XBP1) activation. activation, % at 20 µM. CHO-XBP1 luciferase reporter, IRE1-XBP1 UPR activation, luminescence; percent of tunicamycin response, DMSO as zero. AID 463104. 330,000 tested, 0.33% active;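 active means versus positive control, 20 µM dose yields 30% or more activation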;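 further: 100% = tunicamycin at 10 µg/mL and 0% = DMSO only wells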
#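 Material: CHO cell line with stable XBP1 luciferase reporter; buffer or medium: F12 medium containing 10% fetal bovine serum; compound: single point, 20 µM final compound, 1% DMSO; incubation: 6 h treatment, 37 °C; measured by: glow luminescence from Steady-Glo reagent; evaluation: activation, % of tunicamycin; control set: tunicamycin high, DMSO low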
# Gli-Sufu block – Gli-Sufu pathway antagonism; Sufu-KO-LIGHT fibroblasts, Gli luciferase reporter luminescence; inhibition, % at 5 µM; 340,000 tested, 0.74% active;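 active means inhibition above about 55%, limit read from the data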;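 further: 0% = DMSO-treated cells and 100% = wells with medium but no cells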
# 697 NFkB inh – lowers PMA/ionomycin-induced NF-kB signal in 697 B cells. 697 B-cell NF-kB luciferase reporter, 16 h. inhibition, % at 4 µM. 330,000 tested, 0.33% active; in the data active means inhibition above about 35%
# Jurkat NFkB inh – lowers PMA/ionomycin-induced NF-kB signal in Jurkat cells; PMA/ionomycin-induced NF-kB luciferase reporter, luminescence; inhibition, % at 4 µM; 330,000 tested, 0.53% active; in the data active means inhibition above about 50%
# CCR6 antag – blocks CCL20-driven beta-arrestin recruitment at human CCR6 | 340,000 tested, 0.49% active | CHO-K1 CCR6 PathHunter beta-arrestin, luminescence, CCL20-stimulated | inhibition, % at 20 µM | P51684 | AID 493098;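 active means compounds whose inhibition of the agonist-driven luminescence signal at 20 µM reaches about 50%, limit read from the data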;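 further: cells stimulated with CCL20 at 14 nM final; plate controls were DMSO with CCL20 for no effect and DMSO without agonist for full effect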
# CXCR6 block – CXCR6 (human) receptor inhibition. CHO-K1 PathHunter CXCR6 beta-arrestin, luminescence. inhibition, % at 20 µM. 360,000 tested, 0.36% active. AID 602244; in the data active means inhibition above about 34%, passing the limit was not always enough;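 further: antagonist mode with CXCL16 agonist at 10 nM final; 0% = 10 nM CXCL16 with DMSO and 100% = unstimulated wells without agonist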
# Target sequence (O00574 whole entry, looked up): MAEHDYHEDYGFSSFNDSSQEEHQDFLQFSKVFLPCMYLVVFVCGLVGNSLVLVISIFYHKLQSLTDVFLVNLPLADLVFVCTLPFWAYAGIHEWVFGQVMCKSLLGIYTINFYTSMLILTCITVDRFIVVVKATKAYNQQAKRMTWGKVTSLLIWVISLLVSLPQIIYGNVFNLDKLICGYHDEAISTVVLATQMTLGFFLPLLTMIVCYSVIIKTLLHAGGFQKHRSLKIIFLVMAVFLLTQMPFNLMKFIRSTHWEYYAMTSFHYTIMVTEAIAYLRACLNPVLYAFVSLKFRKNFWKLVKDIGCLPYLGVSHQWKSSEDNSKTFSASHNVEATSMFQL
# EBI2 block – antagonists of human EBI2 receptor. inhibition, % at 5 µM. 360,000 tested, 0.81% active. EBI2 beta-arrestin recruitment, luminescence, 7a,25-OHC stimulated. P32249. AID 651636; in the data active means inhibition above about 38%;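 further: enzyme fragment complementation signal reports receptor beta-arrestin coupling in cells; 0% = agonist plus DMSO wells and 100% = wells without agonist; some results beyond the cut were filed as inactive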
# Target sequence (P32249 whole entry, looked up, the tested form may be a part): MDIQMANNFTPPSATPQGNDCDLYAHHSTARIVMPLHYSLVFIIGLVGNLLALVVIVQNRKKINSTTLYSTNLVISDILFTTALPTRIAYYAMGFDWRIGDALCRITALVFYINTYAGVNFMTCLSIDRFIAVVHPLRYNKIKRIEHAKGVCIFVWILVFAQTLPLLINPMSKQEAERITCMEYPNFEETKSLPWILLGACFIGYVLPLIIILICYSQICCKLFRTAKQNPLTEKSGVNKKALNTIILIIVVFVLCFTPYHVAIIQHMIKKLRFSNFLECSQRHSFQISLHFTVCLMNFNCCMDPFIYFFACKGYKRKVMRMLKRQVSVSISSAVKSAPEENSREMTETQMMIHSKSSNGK
# An asterisk follows results filed as active; / = not tested or not shown.
(1) CN(C)C(CNC(=O)c1cccc(NS(=O)(=O)c2ccc(Br)cc2)c1)c1ccco1 (configuration not stated)
(2) CC(C)CCN1CC(O)=C(c2nc3ccccc3[nH]2)C1=N
(3) CCOc1ccccc1NC(=O)Cn1nnc(C(=O)NCc2ccc3c(c2)OCO3)c1N
(4) N#Cc1ccccc1NC(=S)NC(=O)c1cccnc1
(5) Cc1ccc(-c2nnc(NC(=O)Cc3ccc(F)cc3)o2)c(C)c1
(6) O=C(COC(=O)C12CC3CC(CC(Cl)(C3)C1)C2)N1CCCCC1
(7) CC(C)(C)OC(=O)NCCCCCc1cn(CC(=O)NCCCCCCCCCCC(=O)N2CCN(C(=O)OC(C)(C)C)CC2)nn1
(8) Cc1ccc(S(=O)(=O)N2CCN(CC(=O)N3CCOCC3)CC2)cc1
(9) C/C(=N\NC(=O)CN(c1ccc(Oc2ccccc2)cc1)S(C)(=O)=O)C(C)(C)C
(10) COc1ccc(-c2noc(C(C)NS(=O)(=O)c3ccc(NC(C)=O)cc3)n2)cc1 (configuration not stated)
screen / no.,1,2,3,4,5,6,7,8,9,10
UPR CHOP act,-0.1,1.2,2.2,-1.7,-1.8,0.7,6.0,0.9,-0.4,-0.4
Mdm2-MdmX inh,-4,-5,27,11,34,11,0,13,2,14
UPR XBP1 act,-1,-1,-2,-1,-2,2,-2,-3,-1,-5
Gli-Sufu block,17,-13,-1,-11,0,6,56*,-1,-6,-8
697 NFkB inh,12,-31,-80,13,-20,-32,-13,13,-15,3
Jurkat NFkB inh,2,-28,43,-5,-4,-48,55*,9,0,14
CCR6 antag,9,-3,1,9,10,0,10,1,13,-7
CXCR6 block,0,-1,-4,1,2,6,-7,-2,-7,8
EBI2 block,5,2,-8,-9,-9,-1,7,-8,-9,-1

# A few values from above.
# Mdm2-MdmX inh, `COc1ccc(-c2noc(C(C)NS(=O)(=O)c3ccc(NC(C)=O)cc3)n2)cc1` (configuration not stated) stands at 14
# Jurkat NFkB inh, `Cc1ccc(S(=O)(=O)N2CCN(CC(=O)N3CCOCC3)CC2)cc1` stands at 9
# Jurkat NFkB inh, `O=C(COC(=O)C12CC3CC(CC(Cl)(C3)C1)C2)N1CCCCC1` stands at -48
# CCR6 antag, `CCOc1ccccc1NC(=O)Cn1nnc(C(=O)NCc2ccc3c(c2)OCO3)c1N` stands at 1
# UPR XBP1 act, `CC(C)CCN1CC(O)=C(c2nc3ccccc3[nH]2)C1=N` stands at -1
# UPR XBP1 act, `CC(C)(C)OC(=O)NCCCCCc1cn(CC(=O)NCCCCCCCCCCC(=O)N2CCN(C(=O)OC(C)(C)C)CC2)nn1` stands at -2

# New compounds follow.
(11) N#CC1=C(N)OC2=C(C(=O)CCC2)C1C1C=CCCC1 (configuration not stated)
(12) COc1ccc(NC(=O)CSC2=C(C#N)C(c3ccco3)C(C(=O)Nc3nc4ccccc4s3)=C(C)N2)cc1 (configuration not stated)
(13) COc1cccc(/C=N/NC(=O)c2ccc([N+](=O)[O-])cc2Cl)c1O
(14) Cc1ccc(O)c(C(CC(=O)NC2CCCCC2)c2ccccc2)c1 (configuration not stated)
(15) Cc1ccc(C(=O)COC(=O)c2cccc(N3C(=O)c4c(C)nc5ccccc5c4C3=O)c2)cc1C
(16) Cc1cccc(N2CCN(C(=O)c3ccncc3)CC2)c1C
(17) CCN(CC)S(=O)(=O)c1cccc(-c2nnc(SC(C)C(=O)NCCC3=CCCCC3)o2)c1 (configuration not stated)
(18) O=C(N/N=C/c1ccccc1C(F)(F)F)c1ccc(O)cc1
(19) O=C(Nc1ccc2c(c1)OCCO2)C1CCN(S(=O)(=O)c2ccccc2)CC1
(20) C=CCn1c(NCc2ccccc2O)nc2ccccc21
screen / no.,11,12,13,14,15,16,17,18,19,20
UPR CHOP act,-0.1,-3.0,-0.1,2.6,1.3,0.7,-0.5,5.3,-2.4,6.1
Mdm2-MdmX inh,35,14,45,-2,-11,8,37,-66,9,-9
UPR XBP1 act,0,-6,-2,-4,-5,2,1,1,-4,4
Gli-Sufu block,5,17,64*,0,-1,15,4,-63,-4,-21
697 NFkB inh,-4,3,-5,12,4,-26,-14,-26,-6,-23
Jurkat NFkB inh,-8,3,0,13,7,41,3,-33,-12,-18
CCR6 antag,-7,12,12,13,-2,-9,21,0,10,-3
CXCR6 block,-3,-9,-1,-2,-12,1,6,-7,-1,3
EBI2 block,-3,13,22,1,-1,-8,21,1,12,-11

# Excerpt: entries 11 to 13
(11) N#CC1=C(N)OC2=C(C(=O)CCC2)C1C1C=CCCC1 (configuration not stated)
(12) COc1ccc(NC(=O)CSC2=C(C#N)C(c3ccco3)C(C(=O)Nc3nc4ccccc4s3)=C(C)N2)cc1 (configuration not stated)
(13) COc1cccc(/C=N/NC(=O)c2ccc([N+](=O)[O-])cc2Cl)c1O
screen / no.,11,12,13
UPR CHOP act,-0.1,-3.0,-0.1
Mdm2-MdmX inh,35,14,45
UPR XBP1 act,0,-6,-2
Gli-Sufu block,5,17,64*
697 NFkB inh,-4,3,-5
Jurkat NFkB inh,-8,3,0
CCR6 antag,-7,12,12
CXCR6 block,-3,-9,-1
EBI2 block,-3,13,22

# Further entries follow:
(21) Nc1nnc(CSc2ccc(Cl)cc2)s1
(22) O=S(=O)(Nc1ccc(-c2ccc3nncn3n2)cc1)c1cccs1
(23) COc1ccccc1C(=O)OCC#CCSc1nnc(-c2cccc3ccccc23)o1
(24) O=C(O)c1cc2[nH]c3c(c2cc1Cl)CCCC3
(25) Cc1cc(C)cc(NC(=O)Nc2ccc(S(=O)(=O)Nc3cc(C)on3)cc2)c1
(26) CCOC(=O)Cc1nnc(NC(=O)C(CC)Sc2nc(C)cc(=O)[nH]2)s1 (configuration not stated)
(27) C#CCOCCOCCOCCNc1nc(N2CCN(C(=O)CCCCCCCCCCNC(=O)[C@H](CCCCN)n3cc(C[C@@H](C)CC)nn3)CC2)nc(N2CCN(C(=O)CCCCCCCCCCNC(=O)[C@H](CCCCN)n3cc(C[C@@H](C)CC)nn3)CC2)n1
(28) Cc1ccc2nc(-c3ccccn3)cc(C(=O)NC(C)C(C)(C)C)c2c1 (configuration not stated)
(29) CCC(C)(C)NC(=O)CN(C(=O)CCC(=O)Nc1ccccn1)c1ccc2c(c1)OCO2
(30) Cn1c(Cl)cnc1C(O)(c1ccccc1)c1ccccc1
screen / no.,21,22,23,24,25,26,27,28,29,30
UPR CHOP act,0.9,1.4,-1.3,2.3,-1.7,3.4,/,-2.0,0.7,1.0
Mdm2-MdmX inh,7,11,-5,2,11,-8,/,4,10,19
UPR XBP1 act,-4,0,-2,-4,1,-1,/,0,1,-1
Gli-Sufu block,-84,2,-6,-30,8,5,7,15,-5,0
697 NFkB inh,-38,9,6,13,4,7,/,3,7,2
Jurkat NFkB inh,-8,4,-12,7,12,6,/,3,-4,-4
CCR6 antag,-1,-4,10,-2,5,-10,3,-8,0,2
CXCR6 block,-3,4,6,0,-21,2,8,2,-1,2
EBI2 block,1,-8,-20,2,-9,-10,-17,0,2,5

(31) O=C(Nc1c2c(nn1-c1ccc(Cl)cc1)CS(=O)(=O)C2)C1CC1
(32) CC(=O)N(Cc1cccs1)C1CCOC(C)(C)C1 (configuration not stated)
(33) NC(=O)C1CCN(C(=O)CCC(=O)c2ccc(Br)cc2)CC1
(34) COc1ccc(CC(=O)NNC(=O)[C@@H]2CCCC[C@@H]2C(=O)O)cc1
(35) O=C(O)CSc1nnc(-c2cccc(S(=O)(=O)N3CCOCC3)c2)n1-c1cccc(Cl)c1
(36) CCc1ccccc1NC(=O)NC(C)c1ccc2c(c1)OCO2 (configuration not stated)
(37) CC(=O)OCc1c(C)cc(C)c(/C=C(/C#N)C(N)=O)c1C
(38) Cc1ccccc1OCCOC(=O)c1nc2nccc(C)n2n1
(39) COc1cc(Cl)c(C)cc1NC(=O)CSc1nnc(-c2cccnc2)n1Cc1ccco1
(40) O=C1C2C3C=CC(C4CC34)C2C(=O)N1c1cc(Cl)ccn1 (configuration not stated)
screen / no.,31,32,33,34,35,36,37,38,39,40
UPR CHOP act,0.9,-0.4,0.9,-0.4,-0.5,-2.6,-0.5,0.3,-1.3,-1.7
Mdm2-MdmX inh,19,21,16,12,-21,10,6,27,12,4
UPR XBP1 act,0,0,-2,-4,1,-7,-3,-4,-1,0
Gli-Sufu block,3,-7,-2,5,1,-14,2,-6,-2,4
697 NFkB inh,8,-5,-12,25,10,19,15,15,-5,-5
Jurkat NFkB inh,-7,-8,7,2,-4,8,11,-4,3,-9
CCR6 antag,18,4,3,12,9,1,-7,5,-5,5
CXCR6 block,2,-4,2,5,-2,5,1,5,1,1
EBI2 block,3,-8,2,2,1,-1,-6,2,14,10

(41) CC1(C)Oc2ccc(C(=O)Nc3ccccc3)cc2N(CC#N)C1=O
(42) CC(C)N=C1CC(C)(C)CC(=O)/C1=C(/O)CCCN1C(=O)c2ccccc2C1=O
(43) CC(NC(=O)Cn1c(=O)oc2cc(S(=O)(=O)N3CCCC3)ccc21)c1ccccc1 (configuration not stated)
(44) CCOC(=O)c1c(NC(=O)c2ccoc2C)sc2c1CCC2
(45) O=C(CNc1ccc(F)cc1)N/N=C1\CCCc2ccccc21
(46) Cc1ccn(-c2n[nH]c(C)c2[N+](=O)[O-])n1
(47) CC(=O)Nc1ccc2c(c1)CCCC2=O
(48) COc1ccc(OCc2nc3ccc(S(=O)(=O)Nc4ccccc4Cl)cc3[nH]2)cc1
(49) COc1ccc(-c2nc3n(c(=O)c2C#N)CCS3)cc1OC
(50) N#CC1=C(N)N(c2ccccc2)C2=C(C(=O)CCC2)C1c1ccsc1 (configuration not stated)
(51) COc1cccc(CN2CC(C(=O)NCCCc3ccc(C)cc3)CCC2=O)c1 (configuration not stated)
(52) Cc1ccccc1CSCCNS(C)(=O)=O
screen / no.,41,42,43,44,45,46,47,48,49,50,51,52
UPR CHOP act,0.8,-2.0,-1.0,0.1,-2.1,-1.2,2.1,-0.7,1.7,2.1,7.0,1.5
Mdm2-MdmX inh,-6,4,-26,9,23,5,-6,9,-10,-37,-26,-10
UPR XBP1 act,2,4,2,3,-3,1,3,-1,2,1,-1,0
Gli-Sufu block,10,-6,7,-12,-1,-5,-6,-1,-7,18,-10,0
697 NFkB inh,-6,-2,5,-20,14,9,-5,-13,-7,-11,-47,12
Jurkat NFkB inh,-26,-6,7,-2,-11,10,-2,3,1,-26,-30,7
CCR6 antag,0,5,4,5,11,-3,11,-19,7,8,1,-9
CXCR6 block,0,-4,8,-1,-6,2,-2,-11,4,1,14,-1
EBI2 block,7,-8,-2,19,10,3,1,11,9,-8,7,7
